NPYLR7 ag: activates Aedes aegypti NPYLR7 receptor. actives 0.15% (n = 270,000). activation, % at 10 µM. HEK293T NPYLR7/Galpha15, GCaMP6s calcium fluorescence; in the data active means activation above about 40%;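 further: 0% = vehicle and 100% = reference agonist at the receptor; some compounds past the cut are filed as inactive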
mcGAS lum: blocks mouse cGAS activity; Q8C6L5; recombinant cGAS, Kinase-Glo ATP depletion luminescence; actives 0.15% (n = 160,000); inhibition, % at 12.5 µM;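 further: 0% = negative control wells and 100% = reference inhibitor with no enzyme activity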
hcGAS lum: inhibitors of human cGAS; actives 0.081% (n = 290,000); inhibition, % at 12.5 µM; recombinant h-cGAS, ATP depletion, Kinase-Glo luminescence;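 further: 0% = vehicle reaction and 100% = reaction without DNA for no activity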
Target sequence (Q8N884 whole entry, looked up): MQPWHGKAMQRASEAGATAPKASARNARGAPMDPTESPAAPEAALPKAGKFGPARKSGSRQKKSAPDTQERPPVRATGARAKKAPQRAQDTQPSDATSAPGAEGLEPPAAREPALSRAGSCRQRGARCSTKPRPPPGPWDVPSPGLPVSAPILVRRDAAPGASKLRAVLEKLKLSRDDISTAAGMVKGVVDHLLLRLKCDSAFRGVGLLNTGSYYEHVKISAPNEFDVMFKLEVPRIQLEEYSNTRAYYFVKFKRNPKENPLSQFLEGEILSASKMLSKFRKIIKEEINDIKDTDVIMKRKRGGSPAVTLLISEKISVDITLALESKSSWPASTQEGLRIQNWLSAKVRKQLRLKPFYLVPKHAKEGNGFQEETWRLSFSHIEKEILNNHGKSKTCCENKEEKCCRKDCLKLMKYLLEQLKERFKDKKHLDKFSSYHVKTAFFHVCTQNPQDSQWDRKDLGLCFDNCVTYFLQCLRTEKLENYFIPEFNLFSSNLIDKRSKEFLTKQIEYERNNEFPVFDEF
* = called active by the depositor; . = no result given; & = joins results of further samples. Unless noted, no stated cut-off is given here; in the data, active means inhibition above about 40%; inactive means the rest. Hits appear at their usual frequency; 0.29% or so of the library scored in one or more.

molecule | mcGAS lum | hcGAS lum | NPYLR7 ag
CNC(=O)c1nnc2n1CCN(C(=O)c1ccccc1C)C2 | . | -6 | 10
COc1ccc(CC(=O)NCc2nnc(SCC(=O)Nc3nc4ccccc4s3)n2-c2ccc([N+](=O)[O-])cc2)cc1 | . | -7 | -8
COc1ccc(NC(=O)c2cccnc2Oc2cccc([N+](=O)[O-])c2)cc1 | -5 | -4 | 0
Cc1[nH]n(-c2nc(-c3ccccc3)cs2)c(=O)c1N=Nc1ccccc1O | -4 | 0 | -3
CC1(C(=O)NS(=O)(=O)c2ccc(C#N)cc2)CCN1C(=O)c1ccccc1CCc1ccccc1 (stereo not drawn) | . | -6 | 4
Cc1ccc2[nH]cc(-c3cc(CN)ccc3F)c2c1 | -12 | -5 | 0
Cn1c(SCc2cccc(F)c2)nc2c([nH]c3ccccc32)c1=O | -10 | -12 | 7
Cc1ccc(Cl)cc1-n1c(SCc2nc(C(=O)N3CCC4(CC3)OCCO4)cs2)nnc1-c1ccco1 | -4 | -4 | 6
CCOC(=O)c1nnn(-c2nc(OCC)nc(N(C)C)n2)c1C | . | 2 | 0
CC(=O)Oc1ccccc1Cn1c(C)c(C(=O)NCc2ccccc2C(F)(F)F)sc1=O | . | -7 | 10
COC(=O)c1c(C)[nH]c(C(=O)C(C)OC(=O)CCC2CCCC2)c1C (stereo not drawn) | . | -5 | 0
COc1cc2c(cc1OC)CN(C1CCCN(Cc3cc4ccccc4o3)C1)CC2 (stereo not drawn) | . | -13 | -2
O=C(O)C1CCS(=O)(=O)C1 (stereo not drawn) | . | -5 | -1
Cc1ccccc1-n1c(SCc2nc(C(=O)NCCc3ccc(Cl)cc3Cl)cs2)nnc1-c1ccco1 | -5 | -1 | 22
CC(C)=CC(=O)N1CCN(c2nccc(-c3ccc(Oc4ccccc4)cc3)n2)CC1 | -7 | -5 | 32
N#Cc1ccc(NC(=O)N2CCCC2C(=O)Nc2nnc(-c3ccc(Cl)cc3)s2)cc1 (stereo not drawn) | -7 | -4 | 7
COCCCN(Cc1ccc(OS(C)(=O)=O)cc1)C(=O)Nc1ccccc1OC | 0 | 3 | -14
Cn1nc(-c2ccc(NC(=O)C3c4ccccc4Oc4ccccc43)cc2)ccc1=O | -6 | -8 | -2
O=S(=O)(c1ccc2c(c1)OCCO2)N(Cc1ccco1)Cc1cccs1 | . | -6 | 11
N=C1C(c2nc(-c3ccc(F)cc3)cs2)C(=O)CN1CCCN1CCOCC1 (stereo not drawn) | . | -7 | 6

More entries follow:
molecule | mcGAS lum | hcGAS lum | NPYLR7 ag
COc1ccc(OC)c(NC(=O)C2(C)CCN2Cc2ccoc2)c1 (stereo not drawn) | . | -7 | -1
Cc1cc(C)cc(NC(=O)CN2C(=O)c3ccccc3C2=O)c1 | . | -2 | 0
COc1c(C)cnc(CN(C)C(=O)c2cc(C(C)C)nn2C)c1C | . | -6 | 0
C=CCNc1nc2cc(-c3cccc(Cl)c3Cl)sc2c(=O)n1C | . | -1 | 7
CCOc1ccc(NC(=O)N2CCC(Cc3ccc4c(c3)OCO4)CC2)cc1 | -9 | -6 | -2
CC(C)(C)c1cc(NC(=O)CCc2ccccc2O)n[nH]1 | . | -2 | 7
Cc1cccc(-c2nnc(CCC(=O)N3CCSCC3)c(=O)[nH]2)c1 | . | -8 | 27
Cc1ccc(Cn2ccnc2-c2ccccc2C(=O)O)cc1 | . | -2 | 15
CCOC(=O)c1cnn(CCC#N)c1NC(=O)c1cc(F)cc(Br)c1 | . | -10 | 4
CCCCN(CC(=O)N(CCc1ccc(OC)c(OC)c1)Cc1cccs1)C(=O)Nc1ccc(OCC)cc1 | -4 | -9 | -7
CC(=O)c1ccc2c(c1)N(Cc1ccc(C(F)(F)F)o1)C(=O)C(C)S2 (stereo not drawn) | . | 10 | -5
CCN(CC)CCCNc1nc(N)c([N+](=O)[O-])c(N2CCN(C)CC2)n1 | -6 | -2 | 2
CC(C)CC(NC(=O)Cn1c(=O)[nH]c(=O)c2ccccc21)c1ccccc1 (stereo not drawn) | -6 | -4 | 3
Cn1c(-c2nc(C(=O)NCc3ccncc3)cs2)cc2ccccc21 | . | 8 | 1
C=CCONC(=O)CN1C(=O)NC2(CCN(C(=O)OCc3ccccc3)CC2)C1=O | . | -10 | 0
CCCCN(CCCC)Cn1c(O)c(N=NC(=O)CON=C(C)c2ccccc2)c2ccccc21 | -6 | -5 | -1
Cc1ccc(CCC(=O)Nc2cn(C)c(=O)cc2C)c(C)c1 | . | -4 | -5
CN(CCc1ccccn1)Cc1csc(-c2ccc(Cl)cc2)n1 | -5 | -6 | 16
CC(NC(=O)C(C1CCCC1)N1CCN(C(=O)c2cccc([N+](=O)[O-])c2)CC1)c1ccccc1 (stereo not drawn) | . | -1 | -5
Cc1ccc(C(=O)NCCS(=O)(=O)c2ccccc2)cc1C | . | -16 | 1

(further entries)
molecule | mcGAS lum | hcGAS lum | NPYLR7 ag
CC(C)c1cnn2c(NCc3ccccc3)cc(NCCCCCCN)nc12 | -10 | -7 | -7
O=C1CCCC1CCc1ccccc1 (stereo not drawn) | . | -4 | 24
O=C(NCCN1CCN(C(=O)C2CCC2)CC1)Nc1ccc(F)cc1 | . | -8 | 9
CS(=O)(=O)c1c(Cl)cccc1NC(=O)NCc1ccsc1 | . | -5 | 0
CCCCc1nc(N2CCCN(C(=O)Nc3ccc(OCC)cc3)CC2)c2c(-c3ccccc3)noc2n1 | -4 | 0 | 14
COc1ccc(C(=O)NC(C)C23CC4CC(CC(C4)C2)C3)cc1S(N)(=O)=O (stereo not drawn) | -9 | -9 | 10
Cc1ccc(S(=O)(=O)NC(=O)C2(C)CCN2C(=O)COc2ccc(Cl)cc2)nc1 (stereo not drawn) | . | 0 | 0
Cc1ccc(C)c(OCC(=O)NCc2nc(-c3cccnc3)no2)c1C | -11 | -5 | 6
CCCCCN(CCCCC)C(=O)C(CCC(=O)O)NC(=O)c1ccc(Cl)c(Cl)c1 (stereo not drawn) | -4&-3&-2 | -2&-11&-4&-5 | -3&4&2&-2
O=C(CN1C(=O)c2ccccc2C1=O)OCCN=C1NS(=O)(=O)c2ccccc21 | -5 | -1 | -3
CC(C)c1cc(CN(C)Cc2cnc3c(-c4ccccc4)cnn3c2)on1 | -12 | -6 | 11
Cc1cccc(-n2c(=O)c3ccccc3n3c(SCC#N)nnc23)c1C | -6 | -3 | 15
CCOC(=O)c1ccc(NC(=O)N2CCc3cc(OC)c(OC)cc3C2c2ccccc2)cc1 (stereo not drawn) | -7 | -4 | 18
COCCCNC(=O)C(NC(=O)c1ccc(OC)cc1)C1CCN(C(=O)c2ccccc2OC)CC1 (stereo not drawn) | -3 | -1 | -9
O=C(CSc1nc2[nH]ncc2c(=O)[nH]1)N1CCC(Cc2ccccc2)CC1 | . | -4 | -1
C=CCN(CC(=O)N1N=C(c2ccccc2Cl)CC1c1cc(OC)ccc1OC)C1CCCC1 (stereo not drawn) | -6 | -6 | 12
Nc1cc2[nH]c(=O)[nH]c2cc1Br | 2 | -6 | 0
C=CCCC(O)CN(Cc1nc2sc3c(c2c(=O)[nH]1)CCC3)Cc1ccco1 (stereo not drawn) | -3 | -6 | 2
Nc1cc(-c2cccc(C(F)(F)F)c2)nn1-c1ccc(C(=O)Nc2ccc(Oc3ccccc3)cc2)cc1 | . | 0 | -6
N#CCCN(Cc1cccnc1)C(=O)c1cc(-c2ccc(F)cc2)nc2cc(-c3ccccc3)nn12 | -7 | -2 | .

The results go on:
molecule | mcGAS lum | hcGAS lum | NPYLR7 ag
COc1ccc(C(=O)Nc2ccc3oc(-c4cccc(Br)c4)nc3c2)cc1[N+](=O)[O-] | -5 | -3 | -5
COc1cc(C(=O)N2CCN(Cc3ccc(C(F)(F)F)cc3)CC2)cc(OC)c1OC | . | -4 | 8
Cc1[nH]c(=O)[nH]c(=O)c1N(CCO)CCO | . | -6 | -10
CN1CCN(C2=C(Cl)C(=O)c3ccccc3C2=O)CC1 | . | -2 | 16
CCOc1ccc2c(c1)c(=O)c(C(=O)c1ccc(C)cc1)cn2CC(=O)Nc1ccc(OC)cc1 | . | 1 | -3
CCCc1cc(CNC2CCN(C(=O)C3CCCO3)CC2)on1 (stereo not drawn) | . | -6 | 3
CCSc1nnc(NC(=O)c2ccc(C)cc2)s1 | 4 | 6 | -7
Cc1ccc(-n2nc(-c3ccccc3)cc2C(=O)NC(Cc2ccccc2)c2ccccc2)cc1 (stereo not drawn) | -6 | -6 | 3
COc1cccc(C)c1NC(=O)c1cccc(CN2CC[C@H](O)C2)c1 | -16 | -6 | 6
O=C(O)c1cccc2c1CCCN2C(=O)Cc1cccs1 | . | -7 | 3
Clc1ccc(-c2noc(CCc3ccccc3)n2)cc1 | -4 | -8 | -3
CCCCc1ccc(C(=O)N(CCOC)C(CC)c2nc3ccccc3c(=O)n2-c2ccc(C)c(C)c2)cc1 (stereo not drawn) | 2 | 0 | -9
CCCC(=O)N(C)CC(=O)Nc1ccc(Br)cc1C | . | -13 | 3
CCCCCNC(=O)c1ccc(CSc2nc(Cl)cc(N(CCc3ccccc3)Cc3ccccc3)n2)cc1 | -5 | -4 | 19
O=C(NNc1c(Cl)cc(Cl)cc1Cl)C1CCC1 | -8 | -9 | 1
COCCN(Cc1ccon1)CC1CCCN(C2Cc3ccccc3C2)C1 (stereo not drawn) | . | -9 | 12
COc1cc(C)ccc1Oc1nc(C)nc(N2CCC(C(C)=O)CC2)c1N | . | -8 | 16
O=C(Nc1cccc(C(F)(F)F)c1)Nc1ccc2nc(Cc3ccccc3)nn2c1 | -6 | -4 | 10
COc1cc2c(cc1OC)CN(C1CCCN(Cc3ccc(Cl)s3)C1)CC2 (stereo not drawn) | . | -7&-9 | 4&-2
O=S(=O)(c1ccc2c(c1)OCCCO2)N1CCCc2cc(F)cc(F)c21 | . | 0 | -5

The listing continues:
molecule | mcGAS lum | hcGAS lum | NPYLR7 ag
CC(C)N1CCNC(=O)C1CC(=O)NCc1csc2ccc(Cl)cc12 (stereo not drawn) | . | -3 | 19
COc1cc2nc(N3CCN(C(=O)OCc4ccccc4)C(C(=O)NC(C)(C)C)C3)nc(N)c2cc1OC (stereo not drawn) | -3 | 2 | 2
CCCc1c(C(=O)N2CCCN(c3nc4cc(Cl)c(Cl)cc4nc3C(=O)OCC)CC2)cnn1-c1ccccc1 | -6 | -6 | .
CCN(CC)c1onc(-c2ccccc2)c1CN(Cc1ccco1)C(=O)c1ccc2c(c1)OCO2 | -6 | -6 | 8
N[C@@H](Cc1cnc[nH]1)C(=O)NCc1ccc2sccc2c1 | . | -5 | 5
Cc1cccc(C(=O)N(CC2CCN(C3Cc4ccccc4C3)CC2)CC2CCCO2)n1 (stereo not drawn) | . | -6 | 5
Cc1ccc(N(Cc2ccccc2)C(=O)c2ccc(C)nc2)cc1 | . | -3 | -1
Cc1cccc(COn2cccc(C(=O)Nc3cccc(C)c3)c2=O)c1 | -8 | -6 | 6
Cc1c(C(=O)NCc2cccs2)sc(=O)n1Cc1ccccc1 | . | -6 | 2
CO/N=C(/C(=O)NCCCCc1ccccc1)c1csc(NC=O)n1 | -3 | -3 | 11
CN(C)Cc1c(O)ccc2c(=O)c(-c3ccc4c(c3)OCCO4)coc12 | . | 5 | -6
O=C1CSC(=N/N=C\c2ccc(-c3ccc([N+](=O)[O-])cc3)o2)N1 | -6 | -7 | 1
COCCn1c(N2CCN(Cc3ccc(F)cc3)CC2)nc2c1c(=O)[nH]c(=O)n2C | . | -6 | 7
Cc1ccccc1OCCN(C#N)c1nc(N(C)C)nc(N(C)C)n1 | 2 | -2 | 1
Cc1ccc(-c2cc(C(=O)NC(Cc3ccccc3)c3ccccc3)n(-c3cccc([N+](=O)[O-])c3)n2)cc1C (stereo not drawn) | -4 | -14 | 1
CCC(=O)N(Cc1ccc(F)cc1)Cc1cc(NC(=O)Nc2ccc(C(F)(F)F)cc2)ccc1N(C)C | -3 | -1 | 2
CC(=O)c1cccc(N=Nc2c(-c3ccccc3)[nH]n(-c3ccccc3)c2=O)c1 | . | -3 | -4
Cc1ccnn1CCC(=O)N1CCNCC1C(=O)N1CCOCC1 (stereo not drawn) | -2 | 2 | -4
O=S(=O)(c1c(F)cccc1F)N1CCC(c2cn(Cc3cccc(F)c3)c3ccccc23)CC1 | 1 | 1 | 6
Cc1ccc(C(=O)C(C)OC(=O)Cc2ccc(Cl)cc2)cc1 (stereo not drawn) | . | 0 | -2
COC(=O)c1ccc(CN2CCN(c3ccc(F)c(Cl)c3)C(=O)C2C)cc1 (stereo not drawn) | -3 | -4 | 1
CN(CCN1C(=O)CSC1c1ccc(C(F)(F)F)cc1)C(=O)c1cccc(F)c1 (stereo not drawn) | 0 | -3 | -3

Limited to NPYLR7 ag and hcGAS lum, for some of the entries so far:
structure	NPYLR7 ag	hcGAS lum
CCCc1c(C(=O)N2CCCN(c3nc4cc(Cl)c(Cl)cc4nc3C(=O)OCC)CC2)cnn1-c1ccccc1	.	-6
CCN(CC)c1onc(-c2ccccc2)c1CN(Cc1ccco1)C(=O)c1ccc2c(c1)OCO2	8	-6

Full records, looked up by structure.
Cc1ccc(-n2nc(-c3ccccc3)cc2C(=O)NC(Cc2ccccc2)c2ccccc2)cc1 (stereo not drawn) as listed: mcGAS lum = -6; hcGAS lum = -6; NPYLR7 ag = 3
CN1CCN(C2=C(Cl)C(=O)c3ccccc3C2=O)CC1 as listed: mcGAS lum = .; hcGAS lum = -2; NPYLR7 ag = 16
CCCCCNC(=O)c1ccc(CSc2nc(Cl)cc(N(CCc3ccccc3)Cc3ccccc3)n2)cc1 as listed: mcGAS lum = -5; hcGAS lum = -4; NPYLR7 ag = 19

Bioassay records: PubChem BioAssay, Fisher Drug Discovery Resource Center
